sEH act: soluble epoxide hydrolase activators, primary screen, biochemical, human sEH; purified human sEH enzymatic activity, activator screen; activation, % at 2 µM; 0.04% of 91,000 active; AID 717, 2007; in the data active = activation above about 37%; also: values of inactives mirror those of a sister screen read the other way
Target sequence (P34913 whole entry, looked up): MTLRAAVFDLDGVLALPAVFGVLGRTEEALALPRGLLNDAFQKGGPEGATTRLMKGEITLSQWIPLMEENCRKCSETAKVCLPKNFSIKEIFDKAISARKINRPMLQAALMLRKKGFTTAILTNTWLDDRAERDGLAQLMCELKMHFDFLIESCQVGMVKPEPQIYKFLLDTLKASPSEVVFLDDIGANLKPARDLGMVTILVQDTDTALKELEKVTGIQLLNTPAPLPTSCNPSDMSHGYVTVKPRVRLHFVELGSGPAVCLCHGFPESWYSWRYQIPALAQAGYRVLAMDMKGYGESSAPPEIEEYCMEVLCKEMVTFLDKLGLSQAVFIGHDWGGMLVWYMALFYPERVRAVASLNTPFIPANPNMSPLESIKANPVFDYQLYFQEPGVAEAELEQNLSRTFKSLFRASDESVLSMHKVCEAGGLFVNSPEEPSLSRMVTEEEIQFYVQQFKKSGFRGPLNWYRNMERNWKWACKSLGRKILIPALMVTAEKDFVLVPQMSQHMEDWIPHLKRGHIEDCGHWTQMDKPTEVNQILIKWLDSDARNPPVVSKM
S1P2 ag: S1P2 receptor agonists, primary screen, cell-based; 0.46% of 97,000 active; S1P2-expressing cell line, agonist reporter read-out; activation, % at 4.5 µM; AID 729, 2007; in the data active = activation above about 16%;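 also: 0% = vehicle low control and 100% = maximal reference agonist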
Target sequence (O95136 whole entry, looked up): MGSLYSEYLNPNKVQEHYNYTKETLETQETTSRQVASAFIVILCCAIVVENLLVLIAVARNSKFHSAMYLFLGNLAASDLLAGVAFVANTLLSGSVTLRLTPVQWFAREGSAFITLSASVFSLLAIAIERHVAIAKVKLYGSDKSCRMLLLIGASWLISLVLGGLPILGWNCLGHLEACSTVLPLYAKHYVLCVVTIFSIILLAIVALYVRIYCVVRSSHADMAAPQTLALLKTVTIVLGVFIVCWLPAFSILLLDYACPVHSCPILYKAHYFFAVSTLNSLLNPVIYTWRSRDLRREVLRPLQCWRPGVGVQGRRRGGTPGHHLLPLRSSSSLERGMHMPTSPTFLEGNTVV
sEH inhibitor: soluble epoxide hydrolase inhibitors, primary screen, biochemical, human sEH; recombinant human sEH enzymatic activity assay; inhibition, % at 2 µM; AID 707, 2007; Bifunctional epoxide hydrolase 2 (Homo sapiens), P34913; 0.34% of 91,000 active; in the data active = inhibition above about 80%; also: values of inactives mirror those of a sister screen read the other way; many of its hits are not listed in these tables
PostGolgi ctrl: growth inhibition of yeast control strain, primary screen, counter-screen for post-Golgi transport modulator project | 5% of 98,000 active | AID 738, 2007 | efflux-deficient yeast background strain, growth absorbance A615, 16 h | inhibition, % at 10 µM; in the data active = inhibition above about 30%
HUVEC prolif 384: inhibitors of HUVEC proliferation, primary screen, cell-based, 384-well | CellTiter-Glo luminescence, 72 h; hits give low values | viability, % at 10 µM (by protocol) | 1.1% of 86,000 active | AID 648, 2007;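 active = viability at or below 30%; inactive = viability above 30%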;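 also: 100% = median luminescence of DMSO-only cell control wells on each plate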
Fibroblast inh: antiproliferative effect on LL 47 fibroblasts – human, LL 47 cells, CellTiter-Glo luminescence, primary screen; LL 47 human lung fibroblast viability, ATP luminescence; hits give low values; viability, % at 10 µM; 1.1% of 85,000 active; AID 719, 2007;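 active = viability at or below 50% in the single dose screen; inactive = viability above 50%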;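 also: compound exposure lasted 72 h before the ATP readout; 100% = median luminescence of untreated cell-only wells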
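Test system: LL 47 human lung fibroblasts / Quantity: 1,150 cells in each well / Medium: IMEM growth medium with 15% fetal bovine serum / Incubation: 72 h compound exposure at 37 °C after overnight plating / Detection: CellTiter-Glo luminescence measuring cellular ATP / Read-out: % viability versus median cells-only luminescence / Benchmarks: cell-only wells, no compound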
H69AR inhibit: proliferation blockers of H69AR lung cancer cells, primary screen, cell-based, human, 86K library. AID 598, 2007. 6% of 85,000 active. H69AR lung tumor viability, ATP luminescence, 72 h; hits give low values. viability, % at 10 µM;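 active = viability at or below 40%; inactive = viability above 40%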;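 also: multidrug resistant small cell line overexpressing MRP-1 efflux transporter; 100% = mean luminescence of untreated control wells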
S1P2 antag: human S1P2 receptor antagonists, primary screen, cell-based. inhibition, % at 5 µM. cell-based S1P2 antagonist assay, inhibition at 5 uM. 0.21% of 97,000 active. AID 736, 2007; in the data active = inhibition above about 45%;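 also: CRE beta-lactamase reporter cells expressing human S1P2 stimulated with S1P; 0% = agonist at EC80 alone and 100% = agonist plus reference antagonist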
PTPN22 act: LYP phosphatase activators, primary screen, biochemical, DiFMUP fluorescence, 2 µM | Tyrosine-protein phosphatase non-receptor type 22 (Homo sapiens), Q9Y2R2 | recombinant LYP; 0 = plate median, 100 = signal doubled | activation, % at 2 µM | 0.11% of 96,000 active | AID 697, 2007;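 active = activation at 2 µM above a set limit, the mean plus 5 SD, cut at about 37% in these data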
* hit, by the source's call; . = not tested or not shown. Only part of the results is shown (hit frequency here may not be typical).

A first look:
Sequence of screens – sEH act, S1P2 ag, sEH inhibitor, PostGolgi ctrl, HUVEC prolif 384, Fibroblast inh, H69AR inhibit, S1P2 antag, PTPN22 act
CC(=O)c1ccc(N2CCN(C(=O)c3cc(C)on3)CC2)cc1
→ 1, -3, -2, 2, 94, 92, 91, 0, -3
CCn1cc(C(=O)OCC(=O)OC2CC(C)CCC2C(C)C)c(=O)c2ccc(C)nc21 (configuration not stated)
→ 17, 2, -14, 15, 84, 105, 90, -21, 1
CS(=O)(=O)N1CCC(C(=O)Nc2ccc(Cl)c(C(F)(F)F)c2)CC1
→ -41, -2, 43, -8, 89, 96, 61, -15, 2
O=c1c(-c2ccccc2)nc(-c2ccccc2)cn1O
→ -8, -5, 6, 5, ., ., ., 3, -8

Results, repeating the preview:
Sequence of screens – sEH act, S1P2 ag, sEH inhibitor, PostGolgi ctrl, HUVEC prolif 384, Fibroblast inh, H69AR inhibit, S1P2 antag, PTPN22 act
CC(=O)c1ccc(N2CCN(C(=O)c3cc(C)on3)CC2)cc1
→ 1, -3, -2, 2, 94, 92, 91, 0, -3
CCn1cc(C(=O)OCC(=O)OC2CC(C)CCC2C(C)C)c(=O)c2ccc(C)nc21 (configuration not stated)
→ 17, 2, -14, 15, 84, 105, 90, -21, 1
CS(=O)(=O)N1CCC(C(=O)Nc2ccc(Cl)c(C(F)(F)F)c2)CC1
→ -41, -2, 43, -8, 89, 96, 61, -15, 2
O=c1c(-c2ccccc2)nc(-c2ccccc2)cn1O
→ -8, -5, 6, 5, ., ., ., 3, -8
O=C(CCN1CCN(c2ccc(Cl)cc2)CC1)Nc1ccccc1F
→ -3, -9, 3, 7, 94, 111, 73, 2, 7
O=C(NCc1ccncc1)c1ccc(Cn2cc(C(F)(F)F)ccc2=O)cc1
→ 3, -7, 0, -6, ., ., ., 7, 1
Cc1noc(NC(=O)c2ccccc2Cl)c1C#N
→ 5, -5, -3, 0, ., ., ., 23, 3
Cc1cc2ccccc2c(=O)n1CC(=O)NCC(=O)N1CCN(c2ccccc2F)CC1
→ 7, -4, -8, 9, 98, 95, 94, -8, 6
c1ccc(-c2noc(-c3ccc4ccccc4c3)n2)cc1
→ 4, -6, -2, 5, ., ., ., 4, -1
O=C(CCNS(=O)(=O)c1cccs1)NCc1ccco1
→ 3, -2, -3, 2, ., ., ., 14, 3
Cc1cccc(-n2nnc(C(=O)NCc3ccc4c(c3)OCO4)c2N)c1
→ -7, -6, 8, 9, 83, 101, 98, 6, 16
COc1ccccc1NC(=O)C(O)C(O)C(=O)Nc1ccccc1OC (configuration not stated)
→ 6, -6, -7, -3, 95, 93, 87, 8, 9
O=C(CSc1ccc(-c2ccc(F)cc2)nn1)N1CCCCC1
→ 0, -7, -3, 2, 102, 98, 98, -19, 1
Cc1cc(NC(=O)Cn2nc(C(F)(F)F)c3c2CCCC3)no1
→ 5, -3, 0, -3, 99, 94, 36*, 3, -5
CCOC(=O)Cc1cn2c(=O)cc(CSCC(=O)Nc3ccc(C)c(C)c3)nc2s1
→ ., ., ., -6, 102, 103, 93, ., .
COC(=O)c1ccccc1NC(=O)CSc1nnc(-c2ccc(C)cc2)o1
→ 6, -2, 0, ., 93, 94, 93, -3, 15
O=C(CSc1nnc(CNc2ccc(F)cc2)o1)OC1CCCCC1
→ -3, -7, 2, 6, 94, 97, 93, -2, -3
Cc1cc(N2CCN(c3ccccc3)CC2)n2c(n1)nc1ccccc12
→ 5, -1, -7, 25, 94, 105, 65, -11, 3
Cc1cc(C=O)c2c(c1)C=CC1(Oc3ccccc3C(=O)N1C)O2 (configuration not stated)
→ 8, -4, -8, ., 80, 95, 22*, 1, -5
Cc1cc(C)cc(Nc2ncc3c(n2)CC(c2ccco2)CC3=O)c1 (configuration not stated)
→ 6, 1, -2, 2, 100, 100, 97, -1, -7

Six entries from above, sorted by heavy-atom count, ascending:
Sequence of screens – sEH act, S1P2 ag, sEH inhibitor, PostGolgi ctrl, HUVEC prolif 384, Fibroblast inh, H69AR inhibit, S1P2 antag, PTPN22 act
Cc1noc(NC(=O)c2ccccc2Cl)c1C#N
→ 5, -5, -3, 0, ., ., ., 23, 3
O=C(CCNS(=O)(=O)c1cccs1)NCc1ccco1
→ 3, -2, -3, 2, ., ., ., 14, 3
O=C(CSc1ccc(-c2ccc(F)cc2)nn1)N1CCCCC1
→ 0, -7, -3, 2, 102, 98, 98, -19, 1
Cc1cc(C=O)c2c(c1)C=CC1(Oc3ccccc3C(=O)N1C)O2 (configuration not stated)
→ 8, -4, -8, ., 80, 95, 22*, 1, -5
COc1ccccc1NC(=O)C(O)C(O)C(=O)Nc1ccccc1OC (configuration not stated)
→ 6, -6, -7, -3, 95, 93, 87, 8, 9
COC(=O)c1ccccc1NC(=O)CSc1nnc(-c2ccc(C)cc2)o1
→ 6, -2, 0, ., 93, 94, 93, -3, 15

(more compounds)
Sequence of screens – sEH act, S1P2 ag, sEH inhibitor, PostGolgi ctrl, HUVEC prolif 384, Fibroblast inh, H69AR inhibit, S1P2 antag, PTPN22 act
Cc1nnc(SCC(=O)Nc2ccccc2NC(=O)CSc2nnc(C)s2)s1
→ -16, -4, 14, 6, 104, 97, 80, 26, 4
CCOC(=O)c1sc(=S)n(-c2cc(OC)ccc2OC)c1N
→ ., ., ., 12, 89, 104, 61, ., .
C=CCNC(=O)C1CC(=O)N(c2ccc(OCC(=O)Nc3cccc(OC)c3)cc2)C1 (configuration not stated)
→ 1, -1, -2, 9, 93, 104, 99, -9, -18
CCOC(=O)c1ccc(N2C(=O)CC(N3CCC(C(N)=O)(N4CCCCC4)CC3)C2=O)cc1 (configuration not stated)
→ -2, -4, 0, ., 96, 96, 90, 4, -4
CCc1ccc(NCCC(=O)c2ccc(Cl)cc2)cc1
→ -1, -4, 3, 13, ., ., ., 20, -2
COCCn1c(SCC(=O)c2cccc(OC)c2)nnc1-c1ccco1
→ ., ., ., 0, 94, 99, 86, ., .
COc1ccccc1Nc1nc(-c2cccs2)cs1
→ 2, -4, -4, 52*, 90, 94, 71, 21, 8
CCN(CCCNC(=O)CNC(=O)Cn1cnc2ccccc2c1=O)c1ccccc1
→ ., ., ., -4, 101, 98, 97, ., .
O=C(COC(=O)c1cccnc1Nc1ccccc1F)NCCN1C(=O)CSC1=O
→ 5, -5, -6, 1, ., ., ., 7, 8
CCN1C(=O)/C(=C2/Sc3ccc(OC)cc3N2C)SC1=Nc1cccc(O)c1
→ 3, 2, -5, 12, 95, 80, 24*, -19, 6
CCS(=O)(=O)Nc1ccc(C(=O)c2ccccc2)cc1
→ 2, -4, 1, ., 98, 94, 95, -14, -2
O=S(=O)(NCCNS(=O)(=O)c1ccc(F)cc1)c1ccc(F)cc1
→ -14, -1, 13, -3, 101, 103, 101, -11, -7
O=C(Nc1ccc(S(=O)(=O)N2CCOCC2)cc1)c1ccc(Cl)s1
→ ., -9, ., 8, 87, 102, 82, -13, 3
c1ccc2c(c1)OCC(c1nn3cnnc3s1)O2 (configuration not stated)
→ ., ., ., 6, 90, 103, 99, ., .
CCc1c(C)sc(NC(=O)C2CCCCC2C(=O)O)c1C(N)=O (configuration not stated)
→ 14, -2, -13, 5, 91, 93, 78, 6, 8
CNCCCNCc1ccc(SC)cc1
→ -8, 0, 10, 3, ., ., ., -13, 2
Cc1ccc(C(=O)N/N=C\c2ccc[nH]2)cn1
→ -6, -3, 6, -3, 104, 98, 101, -20, 3
c1ccc(C(c2nnnn2Cc2cccs2)N2CCN(C3CCCC3)CC2)cc1 (configuration not stated)
→ 19, -4, -22, 9, 95, 99, 96, 10, 5
O=C(CN1CCCCC1)N1c2ccccc2Oc2ccccc21
→ 10, -2, -8, 25, ., ., ., -10, -12
O=C(Cc1ccccc1)N/N=C/c1ccc(OC(=O)/C=C\c2ccco2)cc1
→ -41, -2, 40, ., 86, 99, 71, 21, 2
CCC(=O)Nc1nc2ccc3nc(C)sc3c2s1
→ 13, -4, -15, 21, 93, 82, 66, 25, 11
CC(C)C1S/C(=N/N=C/c2ccco2)NC1=O (configuration not stated)
→ 2, -5, -2, -10, ., ., ., 10, 7
COc1ccc2nc(NCCCO)[nH]c2c1
→ -4, -1, 7, ., 90, 100, 98, -28, -6
O=C(Nc1cccc(F)c1)C1CCN(C(=O)c2ccc(Br)cc2)CC1
→ 0, -2, 2, 10, 92, 102, 34*, -11, -7
COC(=O)c1cc(OC)c(OC)cc1NC(=O)C1CCCO1 (configuration not stated)
→ ., ., ., 10, 98, 96, 93, ., .
COc1ccccc1C1C2=C(COC2=O)Nc2cc3c(cc21)OCO3 (configuration not stated)
→ -2, 0, 4, 6, ., ., ., 16, -5
COc1ccc2c(c1OC)CN(C)CCc1cc3c(cc1C(O)C2)OCO3 (configuration not stated)
→ ., -7, ., 10, 92, 96, 91, 14, 1
O=C(Nc1ccc2c(c1)CCC2)C1CCCO1 (configuration not stated)
→ -4, -6, 3, 19, 96, 104, 97, -3, 8
Cn1nc(-c2ccccc2)c(CSc2cccc(Cl)c2)c1Cl
→ 14, -8, -12, 6, 57, 72, 22*, -5, -4
Cc1ccc(S(=O)(=O)N2C(=O)CCC2C(=O)N2CCN(C)CC2)cc1 (configuration not stated)
→ 8, -5, -5, -2, 100, 101, 103, 4, -9
Cc1ccc(S(=O)(=O)N(C)c2nonc2C)cc1
→ -8, -2, 6, 1, 90, 99, 93, -11, 1
Cc1ccc(OCC(O)CN2CCN(CC(O)COC(C)C)CC2)c(C(C)(C)C)c1 (configuration not stated)
→ 3, -1, -2, 11, 94, 96, 96, -12, -1

Source: PubChem BioAssay (several laboratories)
